Screening results (PubChem BioAssay)
N370S GC: N370S glucocerebrosidase modulation, Gaucher chaperone candidate | Potency, µM (top dose mostly 59.4 µM), for the others: top-dose activity change, negative = inhibition, actives largely listed as inhibitors | hit rate 0.092% among 330,000 | N370S GC spleen homogenate, 4MU-glucoside fluorescence;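 also: 0% = full enzyme activity and -100% = no enzyme basal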
TDP1 inh: blocks human tyrosyl-DNA phosphodiesterase 1; Q9NUW8; recombinant TDP1, AlphaScreen DNA substrate cleavage; Potency, µM (top dose mostly 130 µM), without a hit: at the highest dose activity change, negative = inhibition, usual class: inhibitors; hit rate 0.28% among 350,000; also: nearly all actives have a fitted effect of over 40% in size
Target sequence (Q9NUW8 whole entry, looked up): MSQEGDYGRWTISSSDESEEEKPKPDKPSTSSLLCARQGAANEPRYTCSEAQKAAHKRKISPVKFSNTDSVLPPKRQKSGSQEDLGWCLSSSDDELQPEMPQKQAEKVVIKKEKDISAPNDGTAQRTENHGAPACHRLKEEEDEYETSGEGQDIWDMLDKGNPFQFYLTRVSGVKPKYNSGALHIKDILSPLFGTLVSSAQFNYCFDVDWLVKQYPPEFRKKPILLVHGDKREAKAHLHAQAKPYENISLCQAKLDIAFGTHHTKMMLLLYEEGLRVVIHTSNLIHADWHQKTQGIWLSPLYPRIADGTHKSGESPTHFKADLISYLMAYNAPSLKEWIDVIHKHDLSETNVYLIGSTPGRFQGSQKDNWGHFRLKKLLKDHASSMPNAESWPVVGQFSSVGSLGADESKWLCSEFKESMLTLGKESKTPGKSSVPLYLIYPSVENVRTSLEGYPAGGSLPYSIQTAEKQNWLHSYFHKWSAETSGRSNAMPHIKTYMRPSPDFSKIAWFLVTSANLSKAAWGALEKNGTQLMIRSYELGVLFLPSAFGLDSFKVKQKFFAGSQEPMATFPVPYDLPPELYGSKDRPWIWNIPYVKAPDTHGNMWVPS
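Here, a 5' biotin and 3' phosphotyrosine-FITC DNA oligonucleotide reports Tdp1 activity: intact substrate bridges AlphaScreen beads, while cleavage leaves a 3' phosphate and drops signal. All incubations at room temperature.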
TDP1 cell noCPT: qHTS for Inhibitors of human tyrosyl-DNA phosphodiesterase 1 (TDP1): qHTS in cells in absence of CPT; DT40 Tdp1-/- hTDP1 cells, no CPT, ATP luminescence, 48 h; Potency, µM (top dose mostly 46.2 µM), inactives show at the highest dose activity change, negative = growth inhibition, hits mostly inhibitors; hit rate 15% among 420,000; also: nearly all actives have a fitted effect of over 55% in size
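Camptothecin absent (DMSO only). Human TDP1-complemented DT40 knockout cells, 400 cells/well, 37 °C for minimum 48 hr; ATP measured via CellTiter-Glo, 30 min dark incubation, luminescence.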
* = called active by the depositor; ? = inconclusive; / = no result given; & = joins results of further samples; ! = repeats disagree; [ ] = dose if it differs, or a comment. Calls follow the shape of the dose curve; as a rule, active = well fitted curve in the direction sought with a large enough effect; inconclusive = small, poorly fitted or top-dose-only effect, or another doubt; inactive = no such curve, though single readings can be large; an effect the other way counts as inactive or inconclusive. Unless noted, % is scaled to controls: 0 for no effect and ±100 for the full control effect; potency is read from the fitted curve at half-maximal effect. The list is partial; count on the stated rates, not on these rows.

SMILES	N370S GC	TDP1 inh	TDP1 cell noCPT
COc1ccc(C(=O)NC2CCCCCC2)cc1OC1CCN(C(C)=O)CC1	-5%	4%	11%
C#CCCCO/N=C1/C[C@@H](O)[C@@H](O)[C@@H]2[C@@H]3C(=O)N(C(C)(C)C)C(=O)[C@H]3CC[C@@H]12	17%[12.8 µM]	8%[21 µM]	/
CC(C)C(NC(=O)OC(C)(C)C)C(=O)NC(CCC(=O)OCc1ccccc1)C(N)=O (stereo not given)	-22%	3%	1%
COc1cc(NC(=O)c2ccccc2)ccc1NC(=O)Cc1ccccc1	3%	6%	-21%
Cc1ccc(-c2nn(C)c(=O)c3ccccc23)cc1CNC(=O)CSc1nc2ccccc2o1	7%	4%	?
O=C(NC1CCCCC1)Oc1cccc2ccccc12	2%	3%	?
CCc1ncc(C(O)c2cccc(OC)c2OC)n1C (stereo not given)	2%	1%	-9%
Oc1ccccc1/C=N/n1c(-c2cccs2)n[nH]c1=S	-5%	8%	-9%
O=C(Nc1ccccc1)c1ccccc1N=Cc1ccccc1O	22%	1%	-3%
O=[N+]([O-])c1ccccc1/C=C\C=N\N1CCN(c2ccccc2)CC1	4%	11%	-21%
COc1ccc(C(=O)C(C)N(C(=O)c2ccc(Cl)cc2Cl)N2C(=O)C3C4C=CC(C4)C3C2=O)cc1 (stereo not given)	-9%	5%	?
CN1C(C(=O)NCc2cccc(Br)c2)CC2Cn3c(nc4cc(Cl)c(Cl)cc43)C21 (stereo not given)	8%	0%	?

Full records as entered above.
`CC(C)C(NC(=O)OC(C)(C)C)C(=O)NC(CCC(=O)OCc1ccccc1)C(N)=O` (stereo not given) reads N370S GC = -22%; TDP1 inh = 3%; TDP1 cell noCPT = 1%
`Oc1ccccc1/C=N/n1c(-c2cccs2)n[nH]c1=S` reads N370S GC = -5%; TDP1 inh = 8%; TDP1 cell noCPT = -9%

Going on with the list.
SMILES	N370S GC	TDP1 inh	TDP1 cell noCPT
COc1ccc([C@H]2CC(=O)C=C(c3ccc(CO)cc3)C2)cc1	/	2%	-20%
CC(=O)Nc1ccc(SCC(c2ccccc2)N2CCN(C)CCC2=O)cc1 (stereo not given)	-6%	6%	/
Cc1ccc(-n2ncc3c(=O)n(CC(=O)N4CCN(C(=O)c5ccco5)CC4)cnc32)cc1	/	-11%	-26%
COc1ccc(NC(=S)N(CCCN2CCCC2)Cc2cccs2)cc1	12%	5%	-6%
COc1cc(OC)c(-c2nn3c(-c4n[nH]c5c4CCC5)nnc3s2)cc1OC	/	1%&1%	11µM*!
Cc1cc(O)c(C=O)c2c1C(=O)Oc1c(CO)c(O)c3c(c1O2)C(O)OC3=O (stereo not given)	-6%	/	-8%
Clc1ccccc1-c1ncnc2ccc(Br)cc12	-2%	-1%	?
Cc1cc(SCC(=O)c2cccc([N+](=O)[O-])c2)nc(=O)[nH]1	-23%	7%	-14%
COc1ccccc1C(=O)Nc1cccc(OCc2cc(=O)n3c4c(sc3n2)CCCC4)c1	/	1%	-4%
COc1ccc(C(=O)N(Cc2ccccc2)c2cccc(C)c2)c(OC)c1OC	-9%	2%	?
COc1cc(/C=C/C(=O)OCC(=O)Nc2cccc(F)c2)ccc1O	/	-9%	-7%
COc1ccc(NC(=O)CC2Nc3ccccc3NC2=O)c([N+](=O)[O-])c1 (stereo not given)	-9%	2%	?
CN1CCN(CCC(=O)N/N=C/c2ccccn2)CC1	-1%	/	-1%
CC(CC(=O)O)Nc1ccccc1O (stereo not given)	-6%	/	?
CC1Cc2ccccc2N1C(=O)COC(=O)c1ccc(O)cc1 (stereo not given)	-2%	8%	10%
c1ccc(-c2ccccc2-c2nc(-c3cccnc3)no2)cc1	5%	9%	?
COc1ccc(S(=O)(=O)NC(Cc2ccccc2)C(=O)O)cc1 (stereo not given)	-2%	/	-6%
COc1cccc(N2CCN(C(=O)C3CCCN(S(=O)(=O)c4cccc5nsnc45)C3)CC2)c1 (stereo not given)	/	2%	9.2µM*
CCOc1ccccc1Nc1nnc(SCC(=O)NC(=O)c2cccn2C)s1	0%	0%	-11%
COc1ccccc1C1CCN(Cc2cccc(C(=O)N3CCC(O)CC3)c2)CC1	1%	/	?
Cc1ccc2c(c1)N(Cc1cccc(F)c1)C(=O)C(C)O2 (stereo not given)	-4%	/	?
Oc1ccc(/C=N/NC(=S)Nc2cccnc2)c(O)c1	-15%	5%	8.2µM*
COc1ccc(S(=O)(=O)N2CCCCC2)cc1NC(=O)CN1CCN(C(C)=O)CC1	16%	-2%	-1%
OCCNCCCOc1cccc(Cl)c1Cl	-16%	17%[56.1 µM]	0.21µM*

In another format: results already given.
| SMILES | N370S GC | TDP1 inh | TDP1 cell noCPT |
| --- | --- | --- | --- |
| Cc1cc(SCC(=O)c2cccc([N+](=O)[O-])c2)nc(=O)[nH]1 | -23% | 7% | -14% |
| COc1ccc(C(=O)NC2CCCCCC2)cc1OC1CCN(C(C)=O)CC1 | -5% | 4% | 11% |
| CC(CC(=O)O)Nc1ccccc1O (stereo not given) | -6% | / | ? |
| COc1ccc(NC(=O)CC2Nc3ccccc3NC2=O)c([N+](=O)[O-])c1 (stereo not given) | -9% | 2% | ? |
| COc1ccc(C(=O)N(Cc2ccccc2)c2cccc(C)c2)c(OC)c1OC | -9% | 2% | ? |

Other entries.
SMILES	N370S GC	TDP1 inh	TDP1 cell noCPT
Cc1c(Cl)cccc1-n1ncc(C(=O)N2CCc3ccccc3C2)c1C1CCN(C(=O)OC(C)(C)C)CC1	/	0%	21µM*
C#CCCCO/N=C1/C[C@@H](O)[C@@H](O)[C@@H]2[C@@H]3C(=O)N(Cc4ccc5c(c4)OCO5)C(=O)[C@H]3CC[C@@H]12	3%[12.8 µM]	2%[21 µM]	/
C/C(=N\NC(=O)C(NC(=O)c1ccccc1)C(C)C)c1ccccc1 (stereo not given)	3%	3%	-2%
O=C1NCCN(Cc2cccc(Oc3ccccc3)c2)C1CC(=O)N1CCCCO1 (stereo not given)	1%	9%	-7%
COc1ccc(NC(=O)CCCN2C(=O)C(c3ccccc3)Oc3cccnc32)cc1OC (stereo not given)	1%	3%&0%	?
CC(=O)c1ccc(N=C2SCCCN2C(=O)C2CCCCC2)cc1	12%	-3%	?
CCOCCCNC(=O)C1CCN(Cc2ccc(OCc3ccccc3)c(OC)c2)CC1	6%	/	1%
C/C(CC(=O)NCc1ccco1)=N\NC(=O)Cc1ccc(-c2ccccc2)cc1	15%	-5%	-3%
O=C(NCc1ccc2c(c1)OCO2)c1cccc(C(=O)NCc2ccc3c(c2)OCO3)c1	-2%	0%	?
CCCOc1ccc(C(=O)Nc2sc3c(c2C(=O)OCC)CCCCC3)cc1	/	3%[2.28 µM]	-1%
CCOC(=O)N1CCN(c2cc(N3CCOCC3)c(F)cc2[N+](=O)[O-])CC1	-21%	6%	?
COc1ccc(CC(=O)N2CCc3cc(OC)c(OC)cc3C2)cc1	-11%	/	-8%
COc1ccc(C2(C(=O)N3CCC(n4nc(-c5ccccc5)oc4=O)CC3)CC2)cc1	-13%	4%	-21%
CCc1cn([C@H]2C[C@H](O)[C@@H](CO)O2)c(=O)[nH]c1=O	15%	1%	?
O=[N+]([O-])c1ccc(N2CCN(Cc3ccc([N+](=O)[O-])o3)CC2)cc1	-10%	/	?
COCCN(C(=O)COC(=O)C12CC3CC(CC(Cl)(C3)C1)C2)c1c(N)n(Cc2ccccc2)c(=O)[nH]c1=O	0%	/	-1%
O=c1c2ccccc2nc(SCc2cn3ccsc3n2)n1-c1ccccc1F	11%	-2%	?
CCCCOCCCNC(=O)c1ccc(OCC)cc1	0%	0%	?
CCCn1c(C)cc(/C=C(\C#N)C(=O)OCC(=O)NC(=O)NC(C)(C)C)c1C	-18%	2%	?
COC(=O)c1c(NC(=O)COc2ccc(Cl)cc2)sc2c1CC(C)(C)NC2(C)C	-6%	-8%	3.7µM*
CC(C)c1ccc(N(C(=O)c2csnn2)C(C(=O)NC(C)(C)C)c2ccncc2)cc1 (stereo not given)	1%	-8%	-20%
COc1ccc(NC(=O)CC2C(=O)N(c3ccccc3)C(=O)N2Cc2ccco2)cc1 (stereo not given)	-4%	-1%	3%
CCOc1ccc(C2c3c(oc4ccc(C)cc4c3=O)C(=O)N2CCCN(C)C)cc1OC (stereo not given)	/	7%	?
CN1CCCN(c2ncnc3scc(-c4ccc(F)cc4)c23)CC1	-4%	0%	?
CC(C)=NOCC(=O)Nn1c(COc2ccccc2)nc2ccccc2c1=O	3%	7%	7%
COc1ccc(-c2cc(-c3ccccc3)c(C#N)c(SCC(O)CS(=O)(=O)Cc3ccc(Cl)cc3)n2)cc1 (stereo not given)	/	0%[12.3 µM]	?
COc1ccc(Cl)cc1Nc1cc(C)nc2nc(-c3ccccc3C)nn12	/	2%	-5%
O=C(CNCCc1ccccc1)N1CCc2ccccc2C1	13%	-8%	-21%
CSc1cccc(NC(=O)Cc2ccccc2[N+](=O)[O-])c1	13%	-2%	-23%
Cc1ccc2nc(N(CCCN(C)C)C(=O)c3sc4ccccc4c3Cl)sc2c1	-23%	6%	26µM*
CC(=O)c1cccc(NC(=O)CN(c2ccc(C)cc2)S(=O)(=O)c2cccc3nonc23)c1	-7%	3%	?
O=C(CS(=O)(=O)c1cccc2nsnc12)N1CCN(c2ccccc2)CC1	/	0%	?
COc1ccccc1CNC(=O)c1sc2nc3n(c(=O)c2c1C)CCC3	/	-3%	-26%
COc1ccc(-n2cccc2/C=C2\C(=N)N3N=C(C(C)C)SC3=NC2=O)cc1	?	11%	4%
O=C(NN1CCOCC1)c1ccc(Cl)c(Cl)c1	-4%	2%	18%
COCCNC(=S)Nc1ccc(N2CCCCC2)cc1	-11%	2%	?
C[C@@H]1CN([C@H](C)CO)C(=O)c2cccc(NC(=O)Nc3ccc(C(F)(F)F)cc3)c2O[C@H]1CN(C)S(=O)(=O)c1cccs1	/	2%	16µM*
COc1ccccc1/C=C/C(=O)NCC(=O)N/N=C/c1cc(Br)ccc1OC	0%	7%	?
Cc1ccc(C(=O)C2CCN(S(=O)(=O)c3ccccc3C(=O)O)CC2)cc1	1%	6%	0%
O=C(NC1CCCCCC1)c1ccc(CS(=O)c2cccc(Cl)c2)o1 (stereo not given)	/	0%	?
COc1ccccc1NCc1cccn1-c1nnc(N2CCOCC2)s1	/	-2%	-24%
CCOc1ccc(-n2nc(CO)c(C(=O)NCc3cccs3)n2)cc1	/	-2%	16µM*
COc1ccc(CNC(=O)c2csc(Cc3ccccc3)n2)cc1	8%	3%	-26%
CCCCN(C(=O)CSc1nn(-c2ccc(F)cc2)c(=S)s1)c1c(N)n(CCCC)c(=O)[nH]c1=O	-4%	2%	29µM*
O=C(C1CCN(C2CCN(Cc3ccc4c(c3)CCO4)CC2)CC1)N1CCOCC1	-2%	3%	-13%
Cc1ccccc1C(=O)NNC(=O)c1cccc([N+](=O)[O-])c1	3%	1%	?
CCOc1ccc(-n2cnc3sc(C)c(C)c3c2=O)cc1	0%	/	-26%
COC(=O)COc1nc(C)c(Br)c(OC)n1	8%	-4%	-9%
O=c1c2ccccc2nc2n1CCO2	-12%	/	-4%
CCOC(=O)C1CCN(CC(C)(C)NS(=O)(=O)c2ccc(Cl)cc2)CC1	-4%	10%	-27%
CN(C(=O)C1CCC(=O)N(Cc2cccc(F)c2)C1)C1CCCCC1 (stereo not given)	-1%	0%	?
O=C(O)CCN(CCC(=O)O)S(=O)(=O)c1ccccc1	4%	-2%	-14%
COc1ccc(CCN2CC(C(=O)NCCN3CCCC3=O)CCC2=O)cc1 (stereo not given)	-4%	4%	-7%
O=C(OC(C(=O)NCC1CCCO1)c1ccccc1F)c1ccco1 (stereo not given)	4%[2.35 µM]	0%	0%
COc1ccc(/C=N/NC(=O)C(=O)N2CCCCCC2)cc1O	-4%	0%	-4%
COc1ccc2oc(C(=O)OCC(=O)N(C)CC(=O)Nc3ccc(C)cc3)c(C)c2c1	-3%	0%	?
Cc1noc(C)c1-c1cc(NC2CCNCC2)ncn1	-2%	/	?
COc1cccc(OC)c1C(=O)Nc1ccc2c(c1)Cc1ccccc1-2	-3%	/	?
CN(C)c1nc(N(C)C)nc(N(C#N)Cc2ccc(Cl)cc2)n1	25%	/	-17%
CCCc1cc(=O)[nH]c(SCC(=O)N2CCC(C)CC2)n1	-2%	3%	10%
O=C(NC1CC(=O)N(c2ccc(Cl)cc2)C1)C1CC1 (stereo not given)	-3%	/	5%

Fetched by structure from above, 6 records:
SMILES	N370S GC	TDP1 inh	TDP1 cell noCPT
COc1ccc2oc(C(=O)OCC(=O)N(C)CC(=O)Nc3ccc(C)cc3)c(C)c2c1	-3%	0%	?
COc1cccc(OC)c1C(=O)Nc1ccc2c(c1)Cc1ccccc1-2	-3%	/	?
CCCc1cc(=O)[nH]c(SCC(=O)N2CCC(C)CC2)n1	-2%	3%	10%
O=C(O)CCN(CCC(=O)O)S(=O)(=O)c1ccccc1	4%	-2%	-14%
CN(C(=O)C1CCC(=O)N(Cc2cccc(F)c2)C1)C1CCCCC1 (stereo not given)	-1%	0%	?
COc1ccc(/C=N/NC(=O)C(=O)N2CCCCCC2)cc1O	-4%	0%	-4%
